# Assay outcomes (PubChem BioAssay)
# D3 antag = blocks the human D3 dopamine receptor | P35462 | D3R cells, DiscoveRx beta-arrestin luminescence, antagonist mode; stronger effect = lower value | max response, negative = inhibition, % | 360,000 compounds, 2.5% hits | AID 652054; in the data active = max response below about -50%; inconclusive = no clear call, values can overlap the other calls; also: % is scaled to controls: 0 for no effect and ±100 for the full control effect; mostly tested at two doses, the higher about 12 µM
#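 Cells expressing the human receptor were seeded at 1500 cells/well, incubated overnight at 37 degrees C in 5% CO2, then exposed to library compounds with dopamine controls for 90 minutes at 37 degrees C before luminescent detection.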
# EPAC2 antagonist = EPAC2 (human) antagonism. Q8WZA2. EPAC2 GEF exchange of Rap1B-BODIPY-GDP, fluorescence. Potency, µM (series often up to 114 µM), without a hit: at the highest dose activity, negative = inhibition, hits mostly inhibitors. 360,000 compounds, 0.18% hits. AID 720708; also: potency is read from the fitted curve at half-maximal effect; % is scaled to controls: 0 for no effect and ±100 for the full control effect; nearly all actives have a fitted effect of over 45% in size; many of its hits are not listed in these tables
# Target sequence (Q8WZA2 whole entry, looked up): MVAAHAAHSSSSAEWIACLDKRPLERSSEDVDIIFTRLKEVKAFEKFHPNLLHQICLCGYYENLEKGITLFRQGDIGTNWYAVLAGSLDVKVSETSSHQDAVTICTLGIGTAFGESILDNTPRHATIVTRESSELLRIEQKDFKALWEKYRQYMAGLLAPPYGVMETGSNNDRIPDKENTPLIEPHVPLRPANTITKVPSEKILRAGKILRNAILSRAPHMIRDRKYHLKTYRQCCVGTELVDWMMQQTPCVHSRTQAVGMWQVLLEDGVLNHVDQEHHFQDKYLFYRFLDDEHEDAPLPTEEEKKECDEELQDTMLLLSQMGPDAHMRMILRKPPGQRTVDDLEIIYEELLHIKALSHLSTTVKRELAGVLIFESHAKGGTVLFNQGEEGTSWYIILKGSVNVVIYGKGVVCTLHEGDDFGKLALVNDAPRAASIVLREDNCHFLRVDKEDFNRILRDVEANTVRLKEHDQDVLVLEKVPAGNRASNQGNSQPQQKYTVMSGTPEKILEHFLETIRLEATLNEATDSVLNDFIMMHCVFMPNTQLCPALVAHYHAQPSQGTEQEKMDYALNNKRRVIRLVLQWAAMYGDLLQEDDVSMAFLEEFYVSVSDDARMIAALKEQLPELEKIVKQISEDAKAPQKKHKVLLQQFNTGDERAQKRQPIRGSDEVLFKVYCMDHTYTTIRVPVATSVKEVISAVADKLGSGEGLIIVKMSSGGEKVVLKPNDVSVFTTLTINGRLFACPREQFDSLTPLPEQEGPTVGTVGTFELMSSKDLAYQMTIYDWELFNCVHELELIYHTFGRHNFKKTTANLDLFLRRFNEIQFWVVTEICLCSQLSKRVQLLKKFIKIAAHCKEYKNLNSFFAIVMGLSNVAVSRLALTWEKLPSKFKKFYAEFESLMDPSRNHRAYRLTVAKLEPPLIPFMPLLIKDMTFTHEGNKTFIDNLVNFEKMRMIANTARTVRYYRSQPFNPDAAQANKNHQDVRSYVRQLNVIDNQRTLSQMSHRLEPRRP
# TDP-43 yeast inh = rescues yeast growth from TDP-43 toxicity; TDP-43 expressing yeast growth rescue, BacTiter-Glo, 24 h; Potency, µM (series often up to 46.1 µM), for the others: at the highest dose growth rescue (activation), hits mostly activators; 410,000 compounds, 1.8% hits; AID 652104; also: potency is read from the fitted curve at half-maximal effect; % of control where 0% means no effect; nearly all actives have a fitted effect of over 50% in size
#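 Yeast expressing TDP-43 (pregrown in raffinose, seeded at OD600=0.02 in galactose medium) exposed to compounds 24 hr at 30 deg C. Growth read by BacTiter-Glo luminescence; rescue of toxicity appears as increased signal.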
# D3 ag = agonists of human D3 dopamine receptor; max activation, %; P35462; D3R DiscoveRx beta-arrestin cells, luminescence, 90 min; 410,000 compounds, 0.58% hits; in the data active = max activation above about 30%; also: 0% is about no effect; mostly tested at two doses, the higher about 12 µM
#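 Agonist mode: compounds and dopamine controls were applied to plated cells for 90 min at 37 degrees C after an overnight attachment at 1500 cells/well. Luminescent read-out followed 30 - 60 minutes at room temperature with DiscoveRx detection reagent.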
# FUS yeast rescue = rescues growth of FUS-expressing yeast; S. cerevisiae FUS-expressing, growth rescue, OD600, 24 h; Potency, µM (highest dose often 76.6 µM), for inactives: top-dose growth rescue (activation), actives largely listed as activators; 390,000 compounds, 0.24% hits;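 also: potency is read from the fitted curve at half-maximal effect; plate controls were DMSO vehicle for no effect and reference control for full effect; nearly all actives have a fitted effect of over 55% in size; some results filed as inactive show a strong effect at the top dose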
#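 Read-out: OD at 600 nm after 24hr at 30C, reporting rescue of FUS-induced yeast toxicity. Cells at OD 0.005 in galactose (2%) minimal medium; compounds tested in a dilution series; CP55940 titration from 92uM final as control.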
# Abeta yeast res = compounds reversing amyloid beta toxicity in yeast. yeast expressing A-beta42, growth rescue, OD600, 48 h; response scale: 0% DMSO, 100% iron-clioquinol control. Potency, µM (highest dose often 46.1 µM), inactives show at the top dose growth rescue, hits mostly activators. 410,000 compounds, 0.063% hits. AID 1347071; also: potency is read from the fitted curve at half-maximal effect; nearly all actives have a fitted effect of over 55% in size
#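 Growth rescue measured by 600 nm absorbance after 48 h yeast culture at 30 C with compound. Values normalized between DMSO and an equimolar ferric chloride plus clioquinol control.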
# aSyn rescue = rescues yeast growth from alpha-synuclein toxicity; Yeast expressing alpha-synuclein, growth rescue, BacTiter-Glo, 24 h; Potency, µM (top dose mostly 46.1 µM), for inactives: top-dose growth rescue (activation), usual class: activators; 370,000 compounds, 0.14% hits; AID 652106; also: potency is read from the fitted curve at half-maximal effect; % of control where 0% means no effect; nearly all actives have a fitted effect of over 65% in size
#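 Galactose-induced alpha-syn yeast (OD600=0.02, raffinose-pregrown) + pinned cpd, 24 hr, 30 deg C; growth by BacTiter-Glo luminescence. Growth restoration scores as activation.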
# EPAC2 agonist = activates human EPAC2 exchange factor; Q8WZA2; EPAC2 activation, biochemical qHTS; response scale: 100% = 6.5 mM cAMP response; Potency, µM (series often up to 154 µM), inactives show at the highest dose activation, actives largely listed as activators; 360,000 compounds, 0.079% hits; also: potency is read from the fitted curve at half-maximal effect; nearly all actives have a fitted effect of over 50% in size
#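 qHTS, titration series. 100 nM EPAC2 / 250 nM Rap1B-BODIPY-GDP / 50 uM GDP; RT; ex 480/em 540 nm, 5-min reads to 30 min. Norm. to 6.5 mM cAMP = activation.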
# The depositor's hits bear a star; ? = inconclusive; / = no result given; [ ] = remark or other dose. Unless noted, calls follow the shape of the dose curve; as a rule, active = well fitted curve in the direction sought with a large enough effect; inconclusive = small, poorly fitted or top-dose-only effect, or another doubt; inactive = no such curve, though single readings can be large; an effect the other way counts as inactive or inconclusive. These rows are one share of the data; rates above refer to the full screens.
canonical_smiles	D3 antag	EPAC2 antagonist	TDP-43 yeast inh	D3 ag	FUS yeast rescue	Abeta yeast res	aSyn rescue	EPAC2 agonist
CC(=O)N1c2c(cc(Br)cc2S(=O)(=O)NCc2ccc(C)cc2)CC1C (stereo unspecified)	?	-1%	-5%	-17	4%	-8%	10%	6%
CCCn1c(SCC(=O)Nc2nc3ccccc3s2)nc2c1c(=O)n(C)c(=O)n2C	62	-7%	-13%	0	10%	15%	0%	-2%
COc1ccc(N2C(=O)CC(N3CCN(c4ccccc4)CC3)C2=O)cc1 (stereo unspecified)	20	0%	?	20	-15%	19%	4%	4%
CN(c1ccc([N+](=O)[O-])cc1C(N)=O)C1CCCCC1	-2	0%	-12%[0.397 µM]	3	14%	15%	-5%	6%
CCN(CC)c1ccc(N=Nc2ncn[nH]2)cc1	?	-26%	-6%	-12	6%	-22%	-8%	-4%
CNS(=O)(=O)c1ccc2c3c(cccc13)C(=O)N2	-16	-7%	-14%	-4	24%	7%	-5%	10%
CCc1cccc(CC)c1N(COC)C(=O)Cn1c(CO)nc2ccccc21	?	-4%	-10%	2	13%	10%	1%	1%
CCC(C)(C)C1CCc2nc3ccccc3c(C(=O)OC(C)C(=O)Nc3c(C)n(C)n(-c4ccccc4)c3=O)c2C1 (stereo unspecified)	2	-10%	2%	3	11%	9%	-4%	10%
CCOC(=O)N1CCC(Nc2c(OCC)c(=O)c2=O)CC1	23	9%	0%	-2	-24%	-24%	-1%	3%
CCN(C[C@H]1N[C@@](CC)(C(=O)OC)[C@H]2C(=O)N(C)C(=O)[C@@H]12)C(=O)NC(C)C	44	1%	9%	13	-36%	5%	-3%	3%
Cc1ccc(S(=O)(=O)N(C)C[C@H]2Oc3cc(C#Cc4ccccc4)ccc3S(=O)(=O)N([C@H](C)CO)C[C@@H]2C)cc1	-13	9%	0%	4	30%	2%	4%	-2%
Oc1ccc(N=Nc2nc(-c3ccccc3)c(-c3ccccc3)[nH]2)cc1	-53*	?	?	-9	/	-48%[inhibitor]	-29%	10%
O=C(c1ccc(OC2CCN(C/C=C/c3ccccc3)CC2)cc1)N1CCCCC1	?	18%	5%	-24	/	5%	0%	-3%
CCCOc1ccc(NC(=O)CC2C(=O)N(c3ccc(Cl)cc3)C(=O)N2CCc2ccncc2)cc1 (stereo unspecified)	/	/	-9%	-20	20%	-5%	/	/
CCCCCCSc1cc(-c2nc3ccc(C)cn3c2NCCCC)ccc1OC	132	-21%	-91%[inhibitor]	71*	?	-70%[inhibitor]	-17%	-8%
COc1cccc(CSc2nc3n(n2)C(c2cccs2)C(C(=O)Nc2ccccc2C)=C(C)N3)c1 (stereo unspecified)	/	/	5%	-10	-22%	-11%	/	/
O=[N+]([O-])c1ccc(COc2ccc(CN3CCOCC3)cc2)cc1	-13	2%	-6%	-11	-26%	-38%[inhibitor]	12%	0%
CCCCn1c(N)c(N(CCC(C)C)C(=O)CC2OC(=O)c3ccccc32)c(=O)[nH]c1=O (stereo unspecified)	12	7%	10%	13	-1%	-2%	2%	-1%
CSc1ccccc1C(=O)Nc1cccc([N+](=O)[O-])c1	-25	0%	23%[9.22 µM]	-4	4%	19%	-5%	13%
CCOC(=O)C(Sc1ncn[nH]1)c1ccccc1 (stereo unspecified)	0	5%	-10%	-4	/	6%	-7%	10%
Cc1ccccc1C(=O)n1nc(-c2cccnc2)nc1NCc1ccc(F)cc1	/	/	15%	-18	13%	-4%	/	/
CCN1CCN(Cc2c(O)ccc3c(=O)c(-c4ccc(OC)c(OC)c4)c(C)oc23)CC1	32	-6%	-23%	-4	39%	-27%	-3%	12%
O=C(O)c1ccc(NC(=S)Nc2ccc(S(=O)(=O)Nc3ccccn3)cc2)cc1	-27	1%	-23%	7	15%	-8%	7%	6%
Cc1ccc(NC(=O)CNC(c2ccccc2)c2ccccc2)c(F)c1	16	-19%[57.1 µM]	0%	-2	16%	1%	-3%	10%
COc1cccc(/C=N/NC(=O)c2cc3c(OC)c(OC)ccc3[nH]2)c1OC	69	-19%	19%	1	4%	5%	4%	6%
Cc1cc(C)c(OCCn2ccnc2)c(C)c1	1	6%	12%	-2	-20%	-2%	0%	6%
Cc1c(NS(=O)(=O)c2cc(C(=O)NCCc3ccc(F)cc3)cc(Cl)c2Cl)c(=O)n(-c2ccccc2)n1C	-2	-14%	19%	0	17%	0%	-1%	-9%
CCOc1ncccc1C(=O)OCC(=O)NC(=O)NC(C)C	9	0%	5%	1	-40%	-7%	9%	7%
Cc1cc(COc2ccccc2O)on1	8	9%	6%	4	-12%	12%	6%	2%
O=C(/C=C/c1ccc(F)cc1)Nc1ccc2[nH]c(=O)[nH]c2c1	1	-1%	-4%	12	12%	-8%	-5%	-4%
CCOc1ccc(OCCOc2ncnc3ccccc23)cc1	0	9%	?	3	-8%	6%	-5%	7%
Cc1c(OCC(=O)N(C)C)ccc2c3c(c(=O)oc12)CCCCC3	15	10%[57.1 µM]	8%	0	-15%	-6%	5%	8%
COc1ccc(CCn2c(C)cc(C(=O)CN3C(=O)C(=O)N(C4CCCC4)C3=O)c2C)cc1OC	-5	11%	0%	-4	44%	-4%	-4%	1%
Cc1ccc2c(c1)c(=O)c(S(=O)(=O)c1ccc(C)c(C)c1)cn2CC(=O)Nc1ccccc1	/	/	0%	38*	?	1%	/	/
CCOC(=O)c1ccc(CNC(=O)c2cc(COc3ccccc3SC)on2)o1	-3	2%	?	-4	-10%	/	-4%	23%
COc1ccc(-n2ncc(C(=O)N3CCN(C4CCCCC4)CC3)c2C2CCN(C(=O)OC(C)(C)C)CC2)cc1	/	/	-1%	5	29%	2%	/	/
CC1(C)OC(=O)C(=NNc2ccccc2[N+](=O)[O-])C(=O)O1	-17	3%	?	-7	1%	-54%[inhibitor]	-44%[inhibitor]	2%
O=c1[nH]n2c(-c3ccccc3)nc(O)c2c2ccccc12	-3	3%	-1%	-2	-2%	-3%	-1%	-6%
CCn1c(C)nc2cc(C(=O)NNC(=S)Nc3ccc(F)cc3)ccc21	-2	7%	26%	0	-8%	11%	2%	13%
COc1ccc(C2NC(=O)c3n[nH]c(C)c32)c(OC)c1 (stereo unspecified)	-18	13%	14%	4	-7%	5%	1%	-1%
Cc1cnc(C)c(Nc2nc(C(N)Cc3ccc(Cl)cc3)cs2)n1 (stereo unspecified)	11	8%	0%	2	18%	-6%	-1%	4%
O=C(Nc1ccc(C(=O)N2CCOCC2)cc1)c1ccccc1[N+](=O)[O-]	2	-2%	-1%	11	/	-10%	1%	9%
COc1ccc(NS(=O)(=O)c2ccc(N3CCOCC3)c(N)c2)cc1	14	3%	15%	15	2%	7%	2%	8%
O=C(CCN1C(=O)c2cccc3cccc(c23)C1=O)Nc1ccccc1	15	6%	25%	-3	-18%	2%	-6%	4%
C=C(C)c1sc(-c2ccccc2)nc1C	?	4%	-10%	-12	?	-3%	-3%	5%
O=C1CN(C(=O)CSc2nnnn2-c2ccc(Cl)cc2)c2ccccc2N1	11	5%	18%	-6	/	-21%	0%	3%
Cn1nnnc1SCC(=O)Nc1nc(-c2ccccc2)c(-c2ccccc2)o1	-53*	-3%	1%	-7	-13%	-17%	-3%	-28%
Cc1ccc2c(c1)N(CC(=O)NCCCc1ccccc1)C(=O)c1cccnc1O2	27	-11%	15%	1	3%	2%	-8%	1%
COc1ccc(/C=N/NS(=O)(=O)c2ccccc2)cc1OC(=O)c1ccc(C)cc1	-11	-12%	10%	-4	/	4%	12%	7%
Cc1cc(C(=O)COC(=O)Cc2n[nH]c(=O)c3ccccc23)c(C)n1-c1ccc2c(c1)OCCO2	-7	0%	12%	-8	40%	1%	0%	8%

# Reprinted at random: 2 records from the list
canonical_smiles	D3 antag	EPAC2 antagonist	TDP-43 yeast inh	D3 ag	FUS yeast rescue	Abeta yeast res	aSyn rescue	EPAC2 agonist
O=C1CN(C(=O)CSc2nnnn2-c2ccc(Cl)cc2)c2ccccc2N1	11	5%	18%	-6	/	-21%	0%	3%
Cc1ccc2c(c1)N(CC(=O)NCCCc1ccccc1)C(=O)c1cccnc1O2	27	-11%	15%	1	3%	2%	-8%	1%

# Later entries
canonical_smiles	D3 antag	EPAC2 antagonist	TDP-43 yeast inh	D3 ag	FUS yeast rescue	Abeta yeast res	aSyn rescue	EPAC2 agonist
CCc1nnc(NC(=O)CN2C(=O)CCC2=O)s1	-20	-9%	-21%	-2	/	19%	0%	-8%
O=C(O/N=C1\CCS(=O)(=O)c2sccc21)c1ccccc1	1	-2%	8%	3	8%	16%	1%	10%
COc1cccc(OC)c1C(=O)Nc1sc2c(c1C(N)=O)CCN(Cc1ccccc1)C2	9	-2%	11%	5	-6%	2%	2%	?
CCc1nnc(NC(=O)c2ccc(Br)o2)s1	-8	2%	4%	3	-7%	-3%	-11%	6%
CN1C/C(=C/c2ccccc2[N+](=O)[O-])C(=O)/C(=C\c2ccccc2[N+](=O)[O-])C1	-90*	19%	-6%	-27	/	0%	24%	15%
O=C(Nc1nc2c(Cl)cccc2s1)C1CC1	11	-3%	19%	2	-27%	-8%	-1%	0%
O=C(OCc1cncs1)c1ccccc1Cl	0	-2%	-10%[1.82 µM]	11	-11%	2%	5%	0%
CC1CN(CC(=O)c2c(N)n(Cc3ccccc3)c(=O)n(C)c2=O)CC(C)O1 (stereo unspecified)	12	5%	-13%	-1	23%	1%	5%	9%
COC(=O)c1sccc1S(=O)(=O)N1CCN(c2cc(Cl)ccc2C)CC1	/	/	17%	-5	-2%	3%	/	/
Cc1nn(C(C)C(=O)c2cccc(Cl)c2)c(C)c1[N+](=O)[O-] (stereo unspecified)	11	-12%	14%	1	12%	-8%	9%	-2%
CC(C)CC1(C)CNC(=O)NC1	2	1%	0%	-7	-7%	-1%	-5%	2%
COc1ccc(C2C(C(=O)Nc3ccc(F)cc3)=C(C)Nc3nc(CCCO)nn32)cc1 (stereo unspecified)	-7	5%	5%	1	-10%	-8%	-7%	13%
CCCc1nnc(NC(=O)CSc2ncn[nH]2)s1	15	1%	-6%	-5	9%	-4%	0%	-84%[inhibitor][15.6 µM]
COc1ccc(Nc2c(-c3cccc(OC)c3)nc3nc(C)cc(C)n23)cc1	5	-7%	23%	4	14%	-3%	-13%	-5%
